DENV2 CPE rescue: inhibitors of DENV2 cytopathic effect, primary screen, cell-based, plate reader, single concentration; DENV2-infected cells, cytopathic effect rescue; CPE inhibition, % at 9.99 µM; 1.7% of 350,000 active; in the data active = CPE inhibition above about 20%, passing the limit was not always enough; inconclusive = no clear call, values can overlap the other calls; tested in BHK-21 cells;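 also: 0% = median of neutral control wells and 100% = median of positive control wells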
PglD inh: C. jejuni PglD acetyltransferase inhibitors, primary screen, biochemical, DTNB colorimetric, single point. UDP-N-acetylbacillosamine N-acetyltransferase PglD (Campylobacter jejuni). inhibition, % at 12.5 µM. purified PglD enzyme, DTNB colorimetric CoA detection. 0.098% of 360,000 active. AID 602405, 2012; in the data active = inhibition above about 16%, passing the limit was not always enough; inconclusive = no clear call, values can overlap the other calls; also: strong numbers were not always called active
ERp5 block: inhibitors of ERp5-driven insulin aggregation, primary screen, biochemical, turbidity, absorbance 650 nm, single point; inhibition, % at 9.99 µM; 0.05% of 350,000 active; 90 min; Protein disulfide-isomerase A6 (Homo sapiens), Q15084;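 active = mean replicate inhibition above about 25%, with every replicate also reaching it, limit read from the data, passing the limit was not always enough; inconclusive = only one of those two criteria met; inactive = neither criterion met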
Target sequence (Q15084 whole entry, looked up): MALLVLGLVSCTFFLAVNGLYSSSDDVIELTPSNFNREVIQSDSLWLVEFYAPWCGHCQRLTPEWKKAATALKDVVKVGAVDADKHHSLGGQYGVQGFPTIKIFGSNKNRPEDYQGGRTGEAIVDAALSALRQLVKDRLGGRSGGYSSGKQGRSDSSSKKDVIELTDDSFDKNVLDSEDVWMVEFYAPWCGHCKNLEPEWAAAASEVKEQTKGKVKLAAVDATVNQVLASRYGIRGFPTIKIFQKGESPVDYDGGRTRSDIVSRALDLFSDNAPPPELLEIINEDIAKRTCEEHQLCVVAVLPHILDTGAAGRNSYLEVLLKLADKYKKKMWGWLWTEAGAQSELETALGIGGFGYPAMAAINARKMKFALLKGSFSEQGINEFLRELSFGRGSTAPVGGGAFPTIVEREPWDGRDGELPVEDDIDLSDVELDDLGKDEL
SIRT5 block: SIRT5 desuccinylase inhibitors, primary screen, biochemical, fluorescence imaging, single point, set 5; inhibition, % at 15 µM; 1.1% of 330,000 active; Purified SirT5, succinyl-peptide AMC, trypsin-coupled fluorescence; NAD-dependent protein deacylase sirtuin-5, mitochondrial (Homo sapiens), Q9NXA8; in the data active = inhibition above about 15%; inconclusive = no clear call, values can overlap the other calls
Target sequence (Q9NXA8 whole entry, looked up): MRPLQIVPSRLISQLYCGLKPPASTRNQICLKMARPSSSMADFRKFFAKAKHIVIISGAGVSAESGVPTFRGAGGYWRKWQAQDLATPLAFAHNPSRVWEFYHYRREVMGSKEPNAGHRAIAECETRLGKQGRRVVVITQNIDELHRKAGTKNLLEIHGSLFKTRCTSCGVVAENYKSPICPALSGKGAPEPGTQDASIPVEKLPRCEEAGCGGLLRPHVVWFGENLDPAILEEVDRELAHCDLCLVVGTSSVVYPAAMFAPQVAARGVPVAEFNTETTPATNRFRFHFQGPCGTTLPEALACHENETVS
E-selectin induc: E-selectin induction in HUVECs, primary screen, imaging, HUVEC, immunofluorescence imaging, single point; normalized: neutral wells 0, TNF-alpha wells 100; activation, % at 7.58 µM; P16581; 0.37% of 260,000 active;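 active = mean E-selectin-positive cell signal at least 10% of the positive control, reached in at least 60% of replicates, without over 20% cell loss; inconclusive = no rule given, readout overlaps actives, possibly toxicity-flagged; inactive = the rest, including those meeting only one limit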;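 also: in these data hits start at about 27%; measured in HUVEC primary endothelial cells; signal is the percent of cells scored E-selectin positive by PE staining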
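Test system: HUVEC | Signal: Immunofluorescence imaging | Read-out: Percent E-selectin-positive cells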
S100A4 MyoIIA: inhibitors of S100A4-myosin IIA peptide binding, primary screen, biochemical, fluorescence polarization, TAMRA-MyoIIA peptide; 0.14% of 360,000 active; Protein S100-A4 (Homo sapiens), P26447; AID 652163, 2013; inhibition, % at 10.7 µM;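 active = mean inhibition of at least 70% across replicates, with every replicate also reaching that level; inconclusive = mean inhibition reaches 70% but some replicates fall short; inactive = mean inhibition below 70%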
Target sequence (P26447 whole entry, looked up): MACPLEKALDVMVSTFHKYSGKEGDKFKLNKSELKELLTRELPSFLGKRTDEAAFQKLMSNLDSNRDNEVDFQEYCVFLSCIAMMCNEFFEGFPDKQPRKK
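Material: S100A4 monomer (human). Medium: Calcium-containing HEPES buffer, pH 7.2. Probe or stimulus: labelled myosin peptide probe, 5 nM. Compound dosing: one concentration per compound. Timing: polarization read 5 min after assay mix addition, stable 5–60 min. Benchmarks: DMSO as neutral control, TFP as positive control.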
C2C12 statin: suppressors of statin myotoxicity in C2C12 myotubes, primary screen, cell-based, single point, plate reader | rescue of ATP level, % at 7.49 µM | C2C12 myotubes + simvastatin, ATP luminescence, 48 h; scaled: DMSO 0, geranylgeraniol control 100 | 0.78% of 330,000 active | AID 602340, 2012;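 active = mean ATP rescue above about 67%, or every replicate alone reaching that limit, limit read from the data, passing the limit was not always enough; inconclusive = no clear call, values can overlap the other calls; inactive = mean under the limit and some replicate under it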;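 also: myotubes were challenged with 10 µM simvastatin during compound exposure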
An asterisk follows results filed as active; ? = inconclusive; · = no result given. Only part of the results is shown; rates above refer to the full screens.

The first 3 records, ahead of the listing:
mol,S100A4 MyoIIA,E-selectin induc,PglD inh,C2C12 statin,ERp5 block,SIRT5 block,DENV2 CPE rescue
O=S(=O)(c1ccccc1)c1nc(-c2ccc(F)cc2)oc1N1CCOCC1,-13,0.0,-1,·,6,·,-8
Cc1cc(C(=O)NNC(=O)c2ccc(S(=O)(=O)N(C)C)cc2)c(C)o1,-3,·,·,0,-6,-1,4
COc1ccc(C#Cc2ccc3c(c2)O[C@@H](CN(C)C(=O)NC2CCCCC2)[C@H](C)CN([C@H](C)CO)S3(=O)=O)cc1,-2,0.4,11,·,-1,-4,0

Results, repeating the preview:
mol,S100A4 MyoIIA,E-selectin induc,PglD inh,C2C12 statin,ERp5 block,SIRT5 block,DENV2 CPE rescue
O=S(=O)(c1ccccc1)c1nc(-c2ccc(F)cc2)oc1N1CCOCC1,-13,0.0,-1,·,6,·,-8
Cc1cc(C(=O)NNC(=O)c2ccc(S(=O)(=O)N(C)C)cc2)c(C)o1,-3,·,·,0,-6,-1,4
COc1ccc(C#Cc2ccc3c(c2)O[C@@H](CN(C)C(=O)NC2CCCCC2)[C@H](C)CN([C@H](C)CO)S3(=O)=O)cc1,-2,0.4,11,·,-1,-4,0
O=C(Nc1ccc(Cl)cc1)c1ccc2sc([C@@H]3O[C@H](CO)[C@H](O)[C@H](O)[C@H]3O)nc2c1,-2,·,2,-10,10,-4,7
C[C@H](CO)N1C[C@H](C)[C@H](CN(C)S(C)(=O)=O)OCCCC[C@H](C)Oc2ccc(NC(=O)Nc3cccc4ccccc34)cc2C1=O,3,-0.2,3,·,0,-2,-8
CCC(=O)N1C[C@H](O)COC[C@H]2O[C@H](CC(=O)NC)CC[C@@H]21,5,0.0,6,-7,4,0,?
O=[N+]([O-])c1ccc(NCCCN2CCOCC2)c([N+](=O)[O-])c1,1,·,·,·,-1,7,0
O=C(Nc1ccc(C(=O)O)cc1)/C(=C\C=C\c1ccccc1)NC(=O)c1cccc(Br)c1,-4,·,·,·,-1,·,-7
O=C(Nc1cc(C(F)(F)F)ccc1F)C1CCCC1,13,·,-3,-26,2,-2,·
Nc1ccc2[nH]c(=S)[nH]c2c1,-1,1.8,-2,-4,5,·,14
COc1cc(CC(=O)N(CC(C)C)C2CCS(=O)(=O)C2)cc(OC)c1OC (centres undefined),0,-0.4,-2,-6,1,·,0
Cc1nc(-c2ccc(Cl)cc2)sc1C1(C)CC(c2ccc(Br)cc2)=NO1 (centres undefined),·,0.1,-8,5,·,·,·
COCC(=O)Nc1ccc2c(c1)OC[C@H](C)N(C(=O)Cc1cccnc1)C[C@H](C)[C@@H](OC)CN(C)C2=O,-2,-0.3,·,·,2,0,1
O=C(NC1CCCC1)N1CC2(C1)[C@@H](c1ccccc1)[C@@H](CO)N2CC1CCOCC1,-7,0.0,·,·,-8,-2,1
COc1ccccc1C(O)c1nccn1C (centres undefined),-11,·,-4,4,-9,0,-3
COc1cc2cc(C(=O)NC(C)c3cccc4ccccc34)c(N)nc2cc1OC (centres undefined),-5,-0.1,·,·,7,-5,?
C=CCn1c(SCC(=O)N2CCOCC2)nc2sc(CC)cc2c1=O,-2,-0.9,0,-22,·,-1,-4
CC1(c2nnc(-c3cccc(Cl)c3)o2)CC(c2ccccc2F)=NO1 (centres undefined),·,0.4,-4,11,·,·,·
C[C@H]1CCCCO[C@H](CN(C)Cc2ccncc2)[C@@H](C)CN([C@@H](C)CO)C(=O)c2cc(NC(=O)Nc3ccccc3)ccc2O1,10,0.0,-2,·,-1,0,3
COc1ccccc1CNC(=O)COC(=O)C1CC1,0,-0.2,-3,-2,1,-6,?
O=C(CN(Cc1ccccc1)C(=O)c1csnn1)NCCc1ccccc1,3,·,-1,6,5,0,5
CCOC(=O)N1CCN(Cc2nc3cc([N+](=O)[O-])ccc3n2CC)CC1,-6,0.2,-2,-1,2,1,-4
CCOc1ncccc1C(=O)N(CCC(C)C)c1c(N)n(Cc2ccccc2)c(=O)[nH]c1=O,-6,·,-3,-3,-4,1,-7
Cc1nn(C)c(Cl)c1CN1CCCC(CO)(Cc2cccc(Cl)c2)C1 (centres undefined),1,0.7,·,·,0,0,9
COc1ccc(S(=O)(=O)N(C)C[C@H]2OCCCC[C@@H](C)Oc3ccc(NS(=O)(=O)c4cccs4)cc3C(=O)N([C@H](C)CO)C[C@@H]2C)cc1,-5,0.5,0,·,-1,1,-3
COC(=O)c1cc(S(=O)(=O)Nc2nn(C)c3cccc(F)c23)oc1C,5,2.1,·,·,1,-1,-2
Cc1occc1C(=O)Nc1ccccc1C#N,0,1.8,2,2,2,-1,-2
CO[C@@H]1CN(C)C(=O)c2ccc(NC(=O)C3CCOCC3)cc2OC[C@H](C)NC[C@@H]1C,2,0.0,0,8,2,-3,4
C[C@H](CO)N1C[C@H](C)[C@@H](CN(C)S(=O)(=O)c2ccc(Cl)cc2)Oc2ccc(NC(=O)CCCN(C)C)cc2CC1=O,3,-0.2,8,8,2,-4,-2
CCCn1nnc(NC(=S)NC(=O)/C=C/c2ccc(Cl)cc2)n1,-1,0.2,0,·,2,-4,0
Cc1cccc(C(C)C)c1NC(=O)CN1C(=O)NC2(CCc3ccccc32)C1=O (centres undefined),4,·,10,8,3,-4,-6
COc1ccccc1NC(=O)c1ccc(NC(=O)CSc2nncn2C)cc1,2,·,·,-5,-2,3,-2
Cc1occc1C(=O)NC(C)c1ccc2c(c1)OCO2 (centres undefined),1,·,-4,23,-2,-1,-2
CCCc1cn(CC[C@H]2CC[C@H](NS(=O)(=O)c3ccc(-c4ccccc4)cc3)[C@@H](CO)O2)nn1,-2,-0.4,-2,10,-4,4,3
O=C(NCC1CCN(C(=O)C(=O)c2cccs2)CC1)c1ccc2c(c1)CCO2,-1,0.3,·,·,1,·,6
C/C(Cl)=C\Cn1c(O)c(N=O)c2ccccc21,-1,·,·,·,1,-12,-5
COc1ccc(CN2CCCC(C(=O)c3ccc(SC)cc3)C2)cc1Cn1cccn1 (centres undefined),-2,0.2,-10,9,1,14,-4
COc1ccc(-c2nc3ccccc3o2)cc1OC,-3,·,-4,-11,-7,-2,1
CCOc1cc(C(=O)Nc2cccc(OCC(=O)N3CCOCC3)c2)cc(OCC)c1OCC,-2,·,1,-2,4,0,-4
COc1ccccc1Nc1nc(C)nc2c1oc1ccccc12,-3,1.2,·,-5,1,-3,-4
C[C@@H]1CCCCO[C@@H](CN(C)C(=O)Nc2cccc3ccccc23)[C@@H](C)CN([C@H](C)CO)C(=O)c2cc(NC(=O)Nc3ccc4c(c3)OCO4)ccc2O1,4,0.1,-4,37,6,4,1
Cc1c(C(=O)N/N=C/c2ccc(Cl)cc2)[nH]c2ccc(Cl)cc12,4,·,·,·,1,1,4
COc1ccc(NC(=O)CCCN2C(=O)C(c3ccccc3)Oc3cccnc32)cc1 (centres undefined),1,·,1,35,1,-1,2
c1ccc(Cc2nc3ccccc3o2)cc1,-1,·,-1,-1,-1,-3,-12
O=C(Nc1cccc(F)c1)N1CC(=O)N2[C@H](CO)[C@H](c3ccc(-c4ccccc4)cc3)[C@@H]2C1,-5,-0.1,·,·,1,3,-4
C/C=C/c1ccc([C@H]2[C@@H](CO)N(C(C)=O)[C@H]2CNC(=O)c2ccccc2)cc1,-3,0.0,-6,27,-4,3,24*
COc1ccc(NC(=O)Cn2nnc(-c3ccccc3)c2COc2ccc3ccccc3c2)cn1,2,0.0,-2,8,-3,0,-3
CCn1ncc(NC(=S)Nc2ccc(OC)c(OC)c2)c1C(N)=O,4,0.4,·,·,3,-2,-3
C=CCn1c(SCC(=O)c2ccc(O)c(O)c2)nnc1-c1ccc(OC)cc1,4,0.4,-2,14,1,-2,6
Cc1c(C(=O)NCc2ccco2)sc2nc(-c3ccccc3)cn12,3,·,2,6,-3,6,-1

Carrying on:
mol,S100A4 MyoIIA,E-selectin induc,PglD inh,C2C12 statin,ERp5 block,SIRT5 block,DENV2 CPE rescue
CC(C)(C)SCCNC(=O)CN1C(=O)c2cccc3cccc1c23,1,-0.3,-5,-8,6,-2,11
Cn1nc(-c2ccccc2)cc1NS(=O)(=O)c1ccc(C#N)cc1,-4,0.2,1,·,4,1,16
O=C(c1c(F)cccc1F)N(Cc1ccccc1)Cc1ccccc1,-2,32*,1,-4,-3,-2,-3
O=C(C1CCC1)N1CCN(c2ccnc3cc(Cl)ccc23)CC1,0,-0.1,·,·,2,-1,-1
COC(=O)C(=Nc1ccccc1)/C(C(=O)C(=O)N(C)c1ccccc1)=C(\O)c1ccc(Cl)cc1,-3,·,·,·,-3,7,-4
COc1cc(C(=O)NCCCc2nc3ccccc3n2Cc2cc(C)ccc2C)cc(OC)c1OC,0,-0.1,1,4,2,19*,3
CCNC(=O)Nc1ccc2c(c1)C(=O)N(C)[C@@H]1CC[C@@H](CC(=O)NCCOC)O[C@@H]1CO2,-4,0.0,1,23,0,-2,-7
O=C(/C=C/c1ccc(Cl)cc1Cl)Nc1ccc(CN2CCOCC2)cc1,-5,·,-2,·,4,0,-8
COCCN(C(=O)CNC(=O)c1ccco1)C(C(=O)NC1CCCC1)c1ccc(F)cc1 (centres undefined),1,·,-4,8,3,3,1
CCC(=O)N1CCC2(CC1)CN(C(=O)CN1CCOCC1)[C@@H](CO)c1c2c2ccc(OC)cc2n1C,24,-0.3,·,·,8,5,5
O=c1cc(-c2ccc3c(c2)OCO3)oc2ccccc12,-3,·,1,-17,-2,0,1
Cc1cccc(C)c1NC(=O)CN(C)C(C)C(=O)Nc1ccccc1-c1ccccc1 (centres undefined),2,1.6,-1,6,8,4,6
CC(=O)c1ccc(N(C(=O)CNC(=O)c2cccs2)C(C(=O)NCC2CCCO2)c2ccccc2)cc1 (centres undefined),-2,·,4,13,-2,-4,5
Cc1ccc(-c2ccc(=O)n(Cc3cccc(Br)c3)n2)cc1,1,·,-2,35,1,1,1
